# Assay outcomes from PubChem.
# HCMV inh = blocks human cytomegalovirus replication | HFF cells, HCMV-luciferase reporter, 72 h; stronger effect = lower value | activity change, negative = inhibition, % at 57.5 µM | hit rate 4.5% among 410,000 | AID 1259415; in the data active = activity change below about -60%; inconclusive = no clear call, values can overlap the other calls; inactive = above about -39%
#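 Steps: HFFs plated, 16 h 37C; compounds added; HCMV-luciferase added to MOI 1 PFU/cell; 72 h 37C; OneGlo reagent, 5 min room temperature; luminescence read, normalized to controls.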
# AmpC no deterg = AmpC beta-lactamase inhibition without detergent | Potency, µM (doses to about 57.1 µM), for inactives: at the highest dose activity change, negative = inhibition, usual class: inhibitors | hit rate 0.52% among 330,000 | P00811 | AID 485341 | AmpC nitrocefin hydrolysis, absorbance 480 nm, 0.0001% Triton;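 note: potency is the fitted concentration of half-maximal effect; plate controls were no compound for no effect and no enzyme for full effect; nearly all actives have a fitted effect of over 20% in size; some results filed as inactive show a strong effect at the top dose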
# Target sequence (P00811 whole entry, looked up): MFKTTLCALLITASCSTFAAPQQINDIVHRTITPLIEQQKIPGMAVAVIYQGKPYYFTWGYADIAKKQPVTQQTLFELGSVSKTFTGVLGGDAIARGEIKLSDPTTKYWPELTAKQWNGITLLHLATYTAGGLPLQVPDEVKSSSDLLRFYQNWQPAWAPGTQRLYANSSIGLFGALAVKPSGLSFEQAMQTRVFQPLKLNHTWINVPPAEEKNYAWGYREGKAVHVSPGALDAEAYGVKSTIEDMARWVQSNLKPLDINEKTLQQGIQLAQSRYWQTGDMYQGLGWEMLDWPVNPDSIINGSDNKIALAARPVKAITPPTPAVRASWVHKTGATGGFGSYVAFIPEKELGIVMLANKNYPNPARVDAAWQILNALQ
#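 AmpC (5.3 nM in the dispensed reagent) in 20 mM phosphate pH 7.0 with 0.01% (detergent screen) or 0.0001% Triton X-100 was preincubated with compounds for 15 min at room temperature. Nitrocefin was then added from an 800 uM solution, and hydrolysis was followed at 480 nm.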
# AmpC detergent = AmpC beta-lactamase inhibition with detergent present; P00811; AmpC hydrolysis of nitrocefin, absorbance 480 nm, 0.01% Triton; Potency, µM (series often up to 114 µM), for the others: top-dose activity change, negative = inhibition, hits mostly inhibitors; hit rate 0.041% among 370,000; AID 485294;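 note: potency is the fitted concentration of half-maximal effect; 0% = no-compound wells and -100% = no-enzyme wells; nearly all actives have a fitted effect of over 25% in size; some results filed as inactive show a strong effect at the top dose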
#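 AmpC (5.3 nM in the dispensed reagent) in 20 mM phosphate pH 7.0 with 0.01% (detergent screen) or 0.0001% Triton X-100 was preincubated with compounds for 15 min at room temperature. Nitrocefin was then added from an 800 uM solution, and hydrolysis was followed at 480 nm.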
# LmPK inh = blocks Leishmania mexicana pyruvate kinase activity; Q27686; purified LmPK, Kinase-Glo ATP luminescence, 1 h; Potency, µM (titrated, usually from 57.5 µM), for the others: at the top dose activity change, negative = inhibition, actives largely listed as inhibitors; hit rate 0.37% among 290,000; AID 1721; note: potency is the fitted concentration of half-maximal effect
# Target sequence (Q27686 whole entry, looked up): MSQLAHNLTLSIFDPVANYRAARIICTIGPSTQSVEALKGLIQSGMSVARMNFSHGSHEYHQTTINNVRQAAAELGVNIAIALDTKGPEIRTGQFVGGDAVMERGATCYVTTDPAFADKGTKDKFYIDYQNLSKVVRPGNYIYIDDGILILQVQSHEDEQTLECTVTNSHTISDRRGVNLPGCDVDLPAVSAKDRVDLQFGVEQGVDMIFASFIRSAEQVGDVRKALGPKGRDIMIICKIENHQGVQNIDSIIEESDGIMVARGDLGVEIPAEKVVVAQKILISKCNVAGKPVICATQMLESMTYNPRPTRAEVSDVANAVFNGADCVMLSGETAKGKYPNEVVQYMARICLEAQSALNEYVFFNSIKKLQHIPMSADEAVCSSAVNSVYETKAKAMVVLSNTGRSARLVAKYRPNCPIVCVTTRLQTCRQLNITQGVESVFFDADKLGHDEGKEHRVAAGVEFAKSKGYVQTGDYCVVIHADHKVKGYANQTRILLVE
#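 0.1 nM LmPK, 0.5 mM PEP, 0.1 mM ADP; 50 mM imidazole pH 7.2, 7 mM MgCl2, 50 mM KCl; 1 h RT. Kinase-Glo luminescence readout, normalized to no-enzyme (full inhibition) and uninhibited wells.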
# AMA1 RON2 block = disrupts binding of P. falciparum AMA1 to RON2. AlphaScreen AMA1-biotinylated RON2 peptide binding. Potency, µM (highest dose often 58.2 µM), for inactives: at the highest dose activity change, negative = inhibition, most hits filed as inhibitors. hit rate 0.2% among 360,000;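 note: potency is the fitted concentration of half-maximal effect; 0% = vehicle wells and -100% = peptide control; nearly all actives have a fitted effect of over 45% in size; some results filed as inactive show a strong effect at the top dose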
#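 AMA1 (3D7) with his tag at 25 nM final met compounds first, then biotinylated RON2 peptide at 25 nM; detection used donor plus acceptor beads, 10 µg/mL apiece, read by AlphaScreen after 30 min at room temperature.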
# HCV inh = blocks hepatitis C virus; AID 651820; hit rate 3.4% among 340,000; Huh7.5.1 HCVcc-Cre infection, luciferase reporter, 44 h; Potency, µM (highest dose often 41.8 µM), for the others: at the top dose activity change, negative = inhibition, usual class: inhibitors; note: potency is the fitted concentration of half-maximal effect
#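 Seed cells (1,000/well) for 4 h; treat with compound and infect with HCVcc-Cre, moi about 0.5. Incubate 44 h, then detect luciferase activity.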
# TbPYK inhibitor = inhibitors of Trypanosoma brucei pyruvate kinase. Q57TT1. TbPYK enzyme, Kinase-Glo Plus ATP luminescence, 45 min. Potency, µM (highest dose often 76.8 µM), for the others: top-dose activity, negative = inhibition, most hits filed as inhibitors. hit rate 0.12% among 410,000. AID 624173; note: potency is the fitted concentration of half-maximal effect; nearly all actives have a fitted effect of over 50% in size
#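 ADP (130 uM final) triggers the TbPYK reaction after compound addition; incubation is 45 min at room temperature. Kinase-Glo Plus is then added and luminescence imaged. Normalized data are fitted to concentration-effect curves.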
# * = called active by the depositor; ? = inconclusive; nt = not tested or not shown; & = joins results of further samples; [ ] = remark or other dose. Unless noted, calls come from the whole dose curve; as a rule, active = well fitted curve in the direction sought with a large enough effect; inconclusive = small, poorly fitted or top-dose-only effect, or another doubt; inactive = no such curve, though single readings can be large; an effect the other way counts as inactive or inconclusive. Unless noted, % is set by controls: 0 for no effect and ±100 for the full control effect.
Structure	HCMV inh	AmpC no deterg	AmpC detergent	LmPK inh	AMA1 RON2 block	HCV inh	TbPYK inhibitor
CCOc1ccc(NC(=O)C2CC(=O)N(C)C(=Nc3ccc4c(c3)OCO4)S2)cc1 (stereo unspecified)	-12	6%	-13%	-1%	0%	6%	-6%
CC(=O)c1cc2c(cc1N/C(=N/S(=O)(=O)c1ccc(C)cc1)c1ccccc1)OCO2	8&57	-25%	-6%&-2%	-5%	15%	3%	0%&-9%
Cc1ccc(-c2nc(SCC(N)=O)c(C#N)c3c2CCCC3)cc1	?	15%	?	0%	-4%	?	nt
O=C(NCc1ccco1)c1cnc2sccn2c1=O	25	-7%	?	-2%	-10%	10%	2%
COc1ccc(Cc2nnc(NC(=O)Nc3ccc(F)cc3)s2)cc1OC	34	-15%	0%	3%	22%	-7%	-2%
CC1CCCC(C)N1C(=O)COC(=O)c1ccc(Br)o1 (stereo unspecified)	1	-15%	nt	nt	-1%	14%	-3%
Cc1ccc(SCc2cc(=O)n3[nH]c(C)nc3n2)cc1	-23	-2%	-2%	-3%	-16%	7%	-1%
O=C(Nc1cccnc1)c1cccc(S(=O)(=O)Nc2ccccc2F)c1	-3	-39%	-11%	nt	1%	11%	-4%
CCOc1ccc(NC(=O)CSc2cn(CC(=O)N3CCCCCC3)c3ccccc23)cc1	-38	nt	13%	nt	nt	nt	-4%
COc1ccc(C)cc1NC(=O)CN(C)S(=O)(=O)c1cc(C)ccc1OC	-19	27%	-1%	1%	-5%	7%	-10%
CC(=O)c1c(Nc2ccc3c(c2)OCCO3)oc(C)cc1=O	7	0%	-14%	-3%	-2%	13%	1%
Cn1c(=O)c2c(ncn2CC(=O)N/N=C/c2c[nH]c3ccccc23)n(C)c1=O	nt	-6%	7%	4%	nt	nt	nt

# Ordered by molar mass (descending): some entries from above.
Structure	HCMV inh	AmpC no deterg	AmpC detergent	LmPK inh	AMA1 RON2 block	HCV inh	TbPYK inhibitor
CCOc1ccc(NC(=O)CSc2cn(CC(=O)N3CCCCCC3)c3ccccc23)cc1	-38	nt	13%	nt	nt	nt	-4%
CC(=O)c1cc2c(cc1N/C(=N/S(=O)(=O)c1ccc(C)cc1)c1ccccc1)OCO2	8&57	-25%	-6%&-2%	-5%	15%	3%	0%&-9%
Cn1c(=O)c2c(ncn2CC(=O)N/N=C/c2c[nH]c3ccccc23)n(C)c1=O	nt	-6%	7%	4%	nt	nt	nt
CC1CCCC(C)N1C(=O)COC(=O)c1ccc(Br)o1 (stereo unspecified)	1	-15%	nt	nt	-1%	14%	-3%
Cc1ccc(-c2nc(SCC(N)=O)c(C#N)c3c2CCCC3)cc1	?	15%	?	0%	-4%	?	nt
Cc1ccc(SCc2cc(=O)n3[nH]c(C)nc3n2)cc1	-23	-2%	-2%	-3%	-16%	7%	-1%
O=C(NCc1ccco1)c1cnc2sccn2c1=O	25	-7%	?	-2%	-10%	10%	2%

# Next results:
Structure	HCMV inh	AmpC no deterg	AmpC detergent	LmPK inh	AMA1 RON2 block	HCV inh	TbPYK inhibitor
CN1C(=O)c2ccccc2Sc2ccc(NC(=O)NC3CC3)cc21	?	-31%	1%	2%	8%	0%	-1%
CCN(C(=S)NC(=O)C1CC1)c1ccccc1	-14	-13%	1%	5%	16%	14%	2%
COc1cc(C(=O)NCCC(c2ccccc2)c2ccccc2)cc(OC)c1OC	19	69%[activator]	-18%	14%	5%	-7%	1%
CC(C)S(=O)(=O)C/C(N)=N/OC(=O)c1cc(Cl)cc(Cl)c1	2	-6%	9%	9%	-1%	-2%	-5%
CC(C)[C@H]1COCCS(=O)(=O)N1Cc1ccccc1-c1cccc(Cl)c1	-5	11%	nt	nt	4%	?	-8%
CC(=Nc1ccc2c(c1)nc(CO)n2C)C1=C(O)CC(C)(C)CC1=O	-15	-22%	-15%	1%	4%	26%	2%
CC[n+]1c(-c2ccccc2)csc1Nc1c(C)n(C)n(-c2ccccc2)c1=O	-39	16%	-14%	1%	15%	?	-16%
CC(C)N(Cc1ccccc1)C(=O)COC(=O)C1CCCCC1	90	30%	nt	nt	16%	1%	0%
CCN(CC(=O)Nc1ccc(NC(C)=O)cc1)C(=O)CCCc1nc2ccccc2s1	27	6%	-2%	nt	2%	-5%	2%
CCC(=O)Nc1cccc(C(=O)c2ccc(C)c(C)c2)c1	?	-15%	-8%	2%	-3%	?	-2%
COc1ccc(S(=O)(=O)NCCCCC(=O)O)cc1C(=O)O	-7	-13%	-9%	-1%	8%	6%	0%
S=C(NCc1ccc2[nH]c3c(c2c1)CCCC3)Nc1ccccc1Cl	?	-33%	-8%	1%	37%[activator]	?	-4%

# The list goes on.
Structure	HCMV inh	AmpC no deterg	AmpC detergent	LmPK inh	AMA1 RON2 block	HCV inh	TbPYK inhibitor
O=S1(=O)CCN2C(Cc3ccc(SC(F)F)cc3)=CSC2=N1	0	-4%	-19%	2%	0%	15%	-8%
CCN(N=O)[C@@H](Cc1ccccc1)CN(N=O)[C@@H](Cc1ccccc1)CN(C)N=O	-31	19%	2%	1%	51%[activator]	-9%	3%
Cc1cccc(OC(C)C(=O)N2CCc3ccccc3C2)c1 (stereo unspecified)	-31	3%	-2%	0%	0%	2%	0%
NS(=O)(=O)c1ccc(NC(=O)COC(=O)CC2Sc3ccccc3NC2=O)cc1 (stereo unspecified)	-8	-44%	1%	nt	-5%	23%	2%
CC(C)(C)NC(=O)C(c1cccs1)N(CC1CCCO1)C(=O)c1ccc(-c2ccccc2)[nH]1 (stereo unspecified)	?	29%	-15%	2%	?	?	-4%
CSCC[C@H](NC(=O)c1ccc(Br)o1)c1nnc2ccccn12	31	-5%	-9%	-1%	0%	18%	-17%
COCCCNc1cc(C)nc2ccccc12	73	19%	2%	-3%	10%	6%	3%
Cc1cccc(CCNS(=O)(=O)c2ccc3c(c2)NC(=O)C(C)S3)c1 (stereo unspecified)	0	-28%	?	-2%	-4%	-16%	-4%
CN(C(=O)COc1ncnc2sccc12)C1CCCCC1	21	-11%	0%	nt	0%	11%	-2%
C/C(=N\Nc1ccc(F)cc1)c1ccc(N2CCOCC2)c(F)c1	?	-21%	-4%	-20%	0%	1%	-2%
COc1ccc(Cc2c(-c3ccc(F)cc3)nc3ccc(Br)cn23)c(C)c1	73	nt	nt	nt	0%	nt	-4%
CCOC(=O)Cn1c(=O)c2c(nc3n2CCS3)n(C)c1=O	19	-4%	?	-3%	-9%	7%	-9%

# (more compounds)
Structure	HCMV inh	AmpC no deterg	AmpC detergent	LmPK inh	AMA1 RON2 block	HCV inh	TbPYK inhibitor
CN(CC(=O)Nc1cccc(F)c1)C(=O)c1ccc(OCC2CCCO2)cc1 (stereo unspecified)	17	-1%	2%	-5%	23%	nt	-9%
O=C(Cc1ccc(NC(=O)C2CCN(C(=O)C3CC3)CC2)cc1)Nc1cccc(C(=O)N2CCCCC2)c1	13	nt	nt	nt	1%	-8%[8.37 µM]	4%
O=C(CC(Nc1ccccc1)c1ccccc1)C1CC1 (stereo unspecified)	2	-22%	4%	11%	-11%	13%	-15%
CCCCCCn1c(C)nc2c(c1=O)c1nc3ccccc3nc1n2/N=C/c1ccco1	?	-13%	0%	12%	?	?	0%
CCc1ccc(N2NC(=O)/C(=C/C=C/c3ccco3)C2=O)cc1	6	-31%	0%	-5%	-8%	7%	-7%
C/C(=N\N(Cc1ccccc1)c1ccccc1)c1cccnc1	4	-9%[11.4 µM]	?	4%	-20%	-4%	-11%
Cc1ccccc1NC(=O)C1(C)Cc2ccccc2C(=O)O1 (stereo unspecified)	-31	-29%	-7%	-1%	13%	-3%	2%
COc1cc(C(C)=O)ccc1OCC(O)CN1CCN(c2ccc(C)c(C)c2)CC1 (stereo unspecified)	0	85%[activator]	?	7%	1%	-23%	-3%
Cc1ccc(NC(=O)Cn2cnc3sc(C(=O)NCCN(C)C)c(C)c3c2=O)cc1Cl	nt	37%	0%	3%	nt	10µM*	nt
CN(CC(=O)NC1CCCCC1)S(=O)(=O)c1cccc2cccnc12	21	-8%	-15%	-2%	0%	-9%	-8%
C#CCNS(=O)(=O)c1ccc(F)cc1Br	-5	nt	nt	nt	14%	14%	5%
Cc1cc(NC(=O)CCCn2ccc([N+](=O)[O-])n2)n(Cc2ccc(F)cc2)n1	-84*	-6%	-1%	8%	3%	?	-10%
COc1ccc(Cl)cc1NC(=O)c1cc(S(=O)(=O)N(C)Cc2ccccc2)ccc1F	-20	nt	-7%	nt	nt	nt	1%
O=C(c1ccc2nc(-c3ccccc3)c(-c3ccccc3)nc2c1)N1CCCCC1	-6	146%[activator]	9%	3%	-9%	-25%	1%
O=C(CCn1c(=O)oc2ccccc21)NCc1ccco1	?	-15%	-1%	1%	3%	21%	1%

# 2 of these compounds, reformatted:
structure: CCN(CC(=O)Nc1ccc(NC(C)=O)cc1)C(=O)CCCc1nc2ccccc2s1
  HCMV inh = 27	AmpC no deterg = 6%	AmpC detergent = -2%	LmPK inh = nt	AMA1 RON2 block = 2%	HCV inh = -5%	TbPYK inhibitor = 2%

structure: Cc1ccc(SCc2cc(=O)n3[nH]c(C)nc3n2)cc1
  HCMV inh = -23	AmpC no deterg = -2%	AmpC detergent = -2%	LmPK inh = -3%	AMA1 RON2 block = -16%	HCV inh = 7%	TbPYK inhibitor = -1%

# Another view of some results above.
# Every second line gives: HCMV inh	AmpC no deterg	AmpC detergent	LmPK inh	AMA1 RON2 block	HCV inh	TbPYK inhibitor
> CCCCCCn1c(C)nc2c(c1=O)c1nc3ccccc3nc1n2/N=C/c1ccco1
→ ?	-13%	0%	12%	?	?	0%
> CCc1ccc(N2NC(=O)/C(=C/C=C/c3ccco3)C2=O)cc1
→ 6	-31%	0%	-5%	-8%	7%	-7%
> C/C(=N\N(Cc1ccccc1)c1ccccc1)c1cccnc1
→ 4	-9%[11.4 µM]	?	4%	-20%	-4%	-11%
